# PDI turbidity: blocks human protein disulfide isomerase activity. PDI insulin aggregation turbidity, A650, 90 min. hit rate 0.052% among 350,000. inhibition, % at 10 µM. AID 588391. P07237;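 active means mean inhibition across replicates of 30% or more, whatever share of single replicates reach that level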;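 further: absorbance from insulin aggregation driven by PDI reduction with DTT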
# Target sequence (P07237 whole entry, looked up): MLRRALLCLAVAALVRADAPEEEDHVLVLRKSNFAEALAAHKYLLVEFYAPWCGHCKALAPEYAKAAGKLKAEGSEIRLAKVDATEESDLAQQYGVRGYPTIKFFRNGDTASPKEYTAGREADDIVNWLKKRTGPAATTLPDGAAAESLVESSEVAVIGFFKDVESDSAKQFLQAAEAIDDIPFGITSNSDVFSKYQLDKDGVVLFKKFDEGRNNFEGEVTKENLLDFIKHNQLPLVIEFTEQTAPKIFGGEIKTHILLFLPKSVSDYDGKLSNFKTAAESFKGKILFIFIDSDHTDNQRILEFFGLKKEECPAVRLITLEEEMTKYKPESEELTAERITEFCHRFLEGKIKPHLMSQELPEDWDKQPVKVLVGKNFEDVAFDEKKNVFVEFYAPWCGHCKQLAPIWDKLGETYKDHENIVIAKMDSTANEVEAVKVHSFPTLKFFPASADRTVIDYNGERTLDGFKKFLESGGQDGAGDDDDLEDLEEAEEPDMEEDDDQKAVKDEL
# m5-HT2A agonist: mouse HTR2A agonism via beta-arrestin recruitment | AID 624169 | P35363 | activation, % at 7.6 µM | hit rate 0.66% among 360,000 | CHO-K1 mHTR2A beta-arrestin complementation, luminescence; percent of 30 µM serotonin response;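 active means activation above a run cutoff, the mean activation of all tested compounds plus 3 SD, cut at about 14% in these data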;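 further: 0% = plate median of compound wells and 100% = 30 µM serotonin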
# Vif imaging: HIV Vif inhibition; HEK293T cells, Vif self-association by quenched fluorescence, imaging, 24 h; inhibition, % at 7.49 µM; hit rate 0.35% among 340,000; in the data active means inhibition above about 50%, passing the limit was not always enough; further: some results filed as inactive read as strong as hits
# CaV13 FRET inh: Primary screen for inhibitors of IQ motif and Ca2+-dependent inactivation inhibitor domain binding in CACNA1D, Förster resonance energy transfer in living cells, … | HEK cells, CFP/YFP FRET ICDI-IQ, plate reader, 10 min; percent FRET-ratio fall versus neutral wells | inhibition, % at 12.3 µM | hit rate 0.098% among 340,000 | AID 743397;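 active means mean replicate inhibition of at least 30% and at least 1% of replicates passing that level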;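 further: 0% = median of the neutral control wells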
# ABCB6 inh 2: inhibitors of human ABC transporter ABCB6; Q9NP58; K562-ABCB6 porphyrin accumulation, flow cytometry, 1 h; hits give low values; fluorescence ratio to DMSO, % at 10 µM; hit rate 0.19% among 360,000;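 active means fluorescence ratio to DMSO below 75%, the collection mean minus 3 SD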;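 further: signal is porphyrin accumulated inside mitochondria; 100% equals median channel fluorescence of DMSO control wells; lower ratio means ABCB6 inhibition with less porphyrin fluorescence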
# MC4R antag cAMP: human MC4R antagonism in cAMP assay | P32245 | MC4R-expressing cells, MTII-stimulated cAMP, LANCE TR-FRET | inhibition, % at 6.5 µM | hit rate 0.48% among 360,000 | AID 540295;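 active means inhibition above its plate's cutoff, the mean of tested wells on that plate plus 3 SD, cut at about 29% in these data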;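 further: 0% = Melanotan II alone and 100% = Melanotan II plus saturating MCL0020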
# Target sequence (P32245 whole entry, looked up): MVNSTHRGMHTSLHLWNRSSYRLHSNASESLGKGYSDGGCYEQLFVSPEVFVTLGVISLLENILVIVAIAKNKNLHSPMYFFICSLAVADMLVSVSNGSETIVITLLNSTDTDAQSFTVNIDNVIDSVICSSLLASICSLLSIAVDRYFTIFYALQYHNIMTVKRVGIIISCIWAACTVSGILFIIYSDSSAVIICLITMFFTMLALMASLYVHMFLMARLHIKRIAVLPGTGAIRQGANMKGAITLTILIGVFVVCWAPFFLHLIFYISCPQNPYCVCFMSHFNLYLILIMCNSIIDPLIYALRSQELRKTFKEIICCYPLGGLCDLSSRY
#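 material = U2OS cells stably expressing human melanocortin 4 receptor (MC4R) | also added = Melanotan II challenge | dosing = single nominal compound dose of 6.5 µM | detection = TR-FRET with Eu-cAMP and labeled anti-cAMP, 671 nm | replication = singlicate | timing = compound 30 min, challenge 1 h, detection 1 h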
# H9c2 protect: protects H9c2 cardiomyocytes from peroxide injury; hit rate 0.63% among 360,000; H2O2 injury protection, ATPLite, 2 h; protection from H2O2 cell death, % at 20 µM;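 active means compounds giving at least 50% protection of heart cells from peroxide-induced death in the single-dose screen, raw or plate-pattern-corrected value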;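 further: 0% = DMSO wells with peroxide and 100% = DMSO wells without peroxide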
# MC4R ag barr: activates human MC4R beta-arrestin recruitment; P32245; U2OS MC4R beta-arrestin complementation, luminescence; percent of melanotan II response, DMSO zero; activation, % at 8.9 µM; hit rate 0.98% among 360,000;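 active means activation above a per-plate cutoff, the mean activation of sample wells on that plate plus 3 SD, cut at about 8% in these data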
# aDG glyco up: increases alpha dystroglycan glycosylation; hit rate 0.22% among 360,000; activation, % at 10 µM; AID 624168; Pro5-aDG cells, alpha-DG glycosylation AlphaScreen (IIH6); 0% Pro5, 100% B10-LARGE cell signal;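 active means activation of at least 8% versus controls, or a plate z-score of at least 8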;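 further: Pro5 are CHO cells carrying HIG-tagged alpha-DG that lacks glycosylation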
# N-glyco inh: N-linked glycosylation inhibition. D54 ERlucT glycosylation luciferase reporter, 24 h; percent of 100 nM tunicamycin response. reporter increase, % at 12.5 µM. hit rate 0.23% among 360,000. AID 588692;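 active means mean luciferase reporter signal, scaled so untreated is 0 and the glycosylation-blocking control 100, at or above a set limit in every replicate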;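 further: luciferase carries N-glycosylation sites so blocking glycosylation raises the light; 0% = median of neutral control wells and 100% = median of 100 nM tunicamycin wells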
# Active calls of the source: *; . = not tested or not shown.
SMILES,PDI turbidity,m5-HT2A agonist,Vif imaging,CaV13 FRET inh,ABCB6 inh 2,MC4R antag cAMP,H9c2 protect,MC4R ag barr,aDG glyco up,N-glyco inh
Cc1ccc(Cn2c(C3CCCN3c3nc(-c4cc(Cl)c(N)c(Cl)c4)cs3)nc3cc(Cl)c(Cl)cc32)cc1 (configuration not stated),-10,4,-4,-9,88,1,14,-1.4,0.1,-3
COc1cccc(CNC(=O)[C@@H]2CCCN2C(=O)[C@H]2CCCCN2C(=O)c2c(F)cccc2F)c1,.,5,.,-10,93,.,.,.,1.2,.
COC(=O)c1cn(Cc2ccccc2C)nn1,4,10,0,-5,103,14,-1,1.4,0.1,0
Cc1cc(NC(=O)CSc2nc3cc(Cl)ccc3s2)no1,-7,1,.,-5,87,3,-1,-1.0,-0.1,0
CCCCNC(=O)C1CCN(c2nc(C)cc(C)n2)CC1,1,-3,4,-7,94,-1,1,-2.9,0.3,2
CC(C)CSc1nc2c(=O)[nH][nH]c(=O)c2n1Cc1ccccc1,-3,-1,-1,0,91,-6,7,-0.4,-0.1,0
COC(=O)c1ccc(CNC(=O)/C=C/[C@H]2O[C@@H](n3cc(C)c(=O)[nH]c3=O)C[C@@H]2O)cc1,.,1,1,-4,97,.,-3,.,-0.5,1
CC1CN(C(=O)c2c(Br)cnn2C)CC(C)O1 (configuration not stated),3,-1,-1,-9,103,11,7,-0.5,-0.1,2
CC(C)Cc1nc(N2CCN(C(=O)c3ccco3)CC2)c(C#N)c2c1CCCC2,-2,-8,-20,-3,104,4,-6,-1.6,0.1,-5
C[C@H]1CN([C@@H](C)CO)C(=O)CCCn2cc(nn2)CO[C@@H]1CN(C)S(=O)(=O)c1ccccc1C#N,-5,8,0,-1,104,4,16,1.2,0.0,-1
COc1ccc(-c2cc(CNc3nc(NCc4ccccc4OC)nc4ccsc34)on2)cc1,-1,0,-5,-3,98,5,-18,0.7,3.0,-1
CCOC(=O)C(/C=C(\C#N)C(=O)OCC)=C(/N)N1CCN(c2c(C)cccc2C)CC1,13,4,2,-5,103,2,8,-1.2,-0.2,-3
CCOC(=O)CSc1nc2cc(C(=O)N3CCC(C(N)=O)CC3)ccc2c(=O)n1C1CCCCC1,-1,1,-1,-2,105,21,7,-0.3,0.0,-1
O=C(c1cnccn1)N1CCc2ccccc2C1,2,1,4,-2,104,27,5,1.6,0.0,2
Cc1ccc2c(C)cc[n+](CCCS(=O)(=O)[O-])c2c1,-2,-3,-2,-5,93,5,-2,0.3,0.1,0
CCc1ccc([C@@H]2CC=C(C(=O)O)[C@H](c3ccccc3)N2S(=O)(=O)c2ccc(C)cc2)cc1,8,5,-3,3,100,7,9,0.1,-0.2,2
FC(F)(F)c1nc(-c2cccnc2)ncc1-c1nnnn1-c1ccccc1,4,1,18,.,91,7,1,1.9,0.7,0
OC(COc1ccc(Cl)cc1)CN1CCCCC1 (configuration not stated),2,-2,1,-9,103,12,2,-0.2,0.1,-1
CC(C)[C@@H](C(=O)NC1CCCC1)N1C(=O)N2CCc3c([nH]c4ccccc34)[C@@]2(C)C1=O,.,-6,-20,.,95,17,-2,0.0,0.3,-2
CC(NC(=O)c1ccc2c(c1)C(=O)N(Cc1cccnc1)C2=O)c1ccccc1 (configuration not stated),12,-3,8,-3,103,-2,17,-2.7,0.0,1
Cc1ccc(NS(=O)(=O)c2cc(C(N)=O)ccc2C)cc1,-1,3,17,-6,91,-2,1,-0.3,0.3,-1
Cc1cccc(NC2=NC(=S)N(c3ccc(C(=O)O)cc3)C23CCCCC3)c1,2,-1,-13,.,116,3,-1,-1.0,-0.2,2
CC(Sc1n[nH]c(-c2ccccc2)n1)C(=O)c1c(N)n(C)c(=O)n(C)c1=O (configuration not stated),7,5,22,-3,96,0,6,-0.1,0.3,1
CCN(CC(=O)Nc1ccccc1C(F)(F)F)C(=O)CCc1ccccc1,12,-1,10,-3,103,12,-3,-1.1,0.0,-2
O=C(OCc1ccc(F)cc1)c1ccc2ccccc2n1,-5,-1,-1,-5,102,-4,-6,3.6,-0.2,1

# Compound profiles, as listed above. Values in the order: PDI turbidity | m5-HT2A agonist | Vif imaging | CaV13 FRET inh | ABCB6 inh 2 | MC4R antag cAMP | H9c2 protect | MC4R ag barr | aDG glyco up | N-glyco inh
# CC(C)CSc1nc2c(=O)[nH][nH]c(=O)c2n1Cc1ccccc1 is entered as -3 | -1 | -1 | 0 | 91 | -6 | 7 | -0.4 | -0.1 | 0
# OC(COc1ccc(Cl)cc1)CN1CCCCC1 (configuration not stated) is entered as 2 | -2 | 1 | -9 | 103 | 12 | 2 | -0.2 | 0.1 | -1
# COc1cccc(CNC(=O)[C@@H]2CCCN2C(=O)[C@H]2CCCCN2C(=O)c2c(F)cccc2F)c1 is entered as . | 5 | . | -10 | 93 | . | . | . | 1.2 | .
# CCOC(=O)CSc1nc2cc(C(=O)N3CCC(C(N)=O)CC3)ccc2c(=O)n1C1CCCCC1 is entered as -1 | 1 | -1 | -2 | 105 | 21 | 7 | -0.3 | 0.0 | -1
# Cc1ccc2c(C)cc[n+](CCCS(=O)(=O)[O-])c2c1 is entered as -2 | -3 | -2 | -5 | 93 | 5 | -2 | 0.3 | 0.1 | 0

# The results go on:
SMILES,PDI turbidity,m5-HT2A agonist,Vif imaging,CaV13 FRET inh,ABCB6 inh 2,MC4R antag cAMP,H9c2 protect,MC4R ag barr,aDG glyco up,N-glyco inh
O=C(NCCc1ccncc1)c1ccccc1F,6,7,10,-6,95,6,6,-0.8,-0.1,1
Cc1cccc(Nc2ccccc2C(=O)O)c1C,-2,-2,-4,-5,92,3,13,-0.1,-0.3,-2
COc1ccc2nc(NC(=O)CCc3nc(-c4ccccc4F)no3)sc2c1,0,-5,-6,.,105,3,-4,-0.7,0.5,0
N#Cc1nc(Cc2cccc3ccccc23)oc1N1CCN(c2ccccc2)CC1,-10,1,13,-7,100,1,-4,-0.3,-0.3,-4
Cc1nc2ccc(NC(=O)[C@@H](NC(=O)c3c(F)cccc3F)C(C)C)cc2s1,-2,3,0,-4,98,1,-4,-0.5,-0.1,0
CC(C)c1ccc(S(=O)(=O)NCc2ccc3c(c2)OCO3)cc1,-4,1,2,-2,106,1,-6,4.8,0.0,3
Cc1c(CN2CCC(C(=O)Nc3cccc(-c4cccc(Cl)c4)c3)CC2)cnn1C,6,-4,8,-2,101,-5,2,-2.5,1.0,4
CCOC(=O)c1ccc(NC(=O)CSc2nnc(CNC(=O)c3ccccc3F)o2)cc1,-10,2,9,.,94,6,-13,0.5,0.2,1
COC(=O)Cn1ccc(N(C)C)c(C#N)c1=O,3,8,15,-10,100,1,1,-0.9,0.0,-1
Cc1nc(C)c(-c2ccn(S(=O)(=O)c3ccc(Cl)cc3)n2)o1,1,-3,-22,-5,93,11,-17,-0.8,0.0,1
CCn1ncc(/C=N\NC(=O)c2ccc3c(c2)c(C)c(C)n3Cc2ccccc2)c1C,2,-8,-18,-2,146,4,-4,-2.4,0.5,-5
CCc1nc2ccc(C(=O)NCCCN3CCCC3=O)cn2c1N(CCC(C)C)CCN(C)C,6,-2,-1,-5,96,-7,16,-0.8,-0.1,1
C/C(CC(=O)Nc1ccc(N(C)C)cc1)=N\NC(=O)c1ccc(Cl)cc1,-4,-6,-3,-20,102,6,18,1.5,0.0,0
CCC(C(=O)NCc1cccs1)n1nc(C)n2c(cc3occc32)c1=O (configuration not stated),1,-4,-1,-5,104,1,-4,-0.4,-0.4,2
Cc1ccc(NS(=O)(=O)c2cc(NC(=O)C(C)Oc3ccccc3)ccc2C)c(C)c1 (configuration not stated),-2,4,0,-6,100,3,-6,-0.7,0.6,-8
Cc1nc([N+](=O)[O-])c(NCCO)n1Cc1ccccc1,-2,4,-2,-5,97,10,1,-2.1,-0.5,2
C=CCN(c1ccccc1)S(=O)(=O)c1cccc(C(=O)Nc2ncccc2O)c1,3,2,-15,.,97,2,0,-3.3,-0.2,2
Cc1ncc([N+](=O)[O-])n1CC(=O)Nc1ccc(Br)cc1,-2,-2,-20,-5,99,14,-5,-0.7,0.0,2
CCCCOc1ccc(N(CC(=O)NCC2CCCO2)C(=O)CCC(=O)Nc2cc(C)ccn2)cc1 (configuration not stated),6,2,-5,-4,94,10,4,2.0,0.6,2
COc1ccc(C(=O)N(C)Cc2ccccn2)cc1OC1CCN(C(C)C)CC1,0,-2,7,-5,100,8,0,-2.5,-0.3,1
CCOc1cc(C(=O)Nc2ccncc2)cc(OCC)c1OCC,-1,2,-3,-2,97,11,-2,-2.3,0.1,2
Cc1c(N=CN2CCOCC2)c(=O)n(C)c(=O)n1C,5,-1,11,-1,96,-2,11,0.4,-0.3,-1
Cc1noc(C)c1C(=O)N1CCN(C(=O)c2sc3cc(Cl)ccc3c2Cl)CC1,-1,0,-4,-5,98,13,2,-2.5,0.1,-1
O=C1CCC(=O)N1c1ccc(NCCc2cccc(F)c2)c([N+](=O)[O-])c1,-2,1,-12,3,88,0,3,-2.1,0.0,0
COc1cccc(CNC(=O)CN(c2cc(C)cc(C)c2)S(=O)(=O)c2c(C)noc2C)c1,3,-2,-1,-13,98,9,5,2.0,0.9,-1
CC1CC(C)CN(c2ccc(NS(=O)(=O)c3ccccc3)cc2C(=O)O)C1 (configuration not stated),-3,2,5,.,96,5,-3,-2.9,-0.3,2
O=C(CCn1cnnn1)Nc1ccccc1F,5,0,-5,-2,97,5,3,-2.4,0.2,3
